High-throughput results (PubChem)
TGFb inhibitor: TGF-b pathway inhibition; HepG2 CAGA-GFP TGF-b/SMAD3 reporter, GFP fluorescence, 18 h; TGF-beta stimulated, 500 pg/mL final; Potency, µM (doses to about 46.1 µM), for the others: top-dose activity, negative = inhibition, actives largely listed as inhibitors; 1.2% of 410,000 active; AID 588855; also: potency is read from the fitted curve at half-maximal effect; % is scaled to controls: 0 for no effect and ±100 for the full control effect; nearly all actives have a fitted effect of over 65% in size
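HEPG2 CAGA-GFP cells (1000/well, DMEM with 1% FBS) were pre-incubated 2 h at 37 degrees C, given compound by pin tool, then stimulated with TGF-beta at 500 pg/mL final for 18 h before per-cell GFP fluorescence imaging.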
IL-2 act: activators of IL-2; activation, % (series mostly up to about 46 µM); IL-2 activation reporter assay, cell-based qHTS; stimulated with anti-CD3/CD4/CD28 beads; in transgenic mouse T cells; 0.065% of 360,000 active; AID 652025; in the data active = activation above about 50%; inconclusive = mostly about 30% to 49%; also: 0% is about no effect
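Using fluorescent plate cytometry, EGFP and DsRed are detected in transgenic mouse T cells stimulated 18 h at 37 degrees C with antibody-coated beads after 60 min compound pretreatment.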
A549 viability: kills or reduces viability of A549 cells in Nrf2 counter-screen; Potency, µM (highest dose often 46 µM), for the others: at the top dose activity change, negative = cytotoxicity, usual class: inhibitors; AID 504648; 0.16% of 390,000 active; A549 ARE-Fluc cells, CellTiter-Fluor viability, 18-24 h; also: potency is read from the fitted curve at half-maximal effect; % is scaled to controls: 0 for no effect and ±100 for the full control effect
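A549 ARE_Fluc cells in 5% FBS OPTI-MEM were exposed to compounds in concentration-response for 18-24 h at 37 deg C. Viability was read by CellTiter-Fluor fluorescence (Ex 405/Em 525) after 30 min, before the luciferase read.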
HepG2 viability: kills HepG2 cells in TGF-b inhibitor counter-screen; HepG2 CAGA-GFP viability, ATP luminescence, 18 h; Potency, µM (titrated, usually from 46.1 µM), for inactives: top-dose activity change, negative = cytotoxicity, usual class: cytotoxic; 0.76% of 410,000 active; also: potency is read from the fitted curve at half-maximal effect; some results filed as inactive show a strong effect at the top dose
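CellTiter-Glo luminescence gave cytotoxicity after 18 hours at 37 degrees C. The cells were HepG2 CAGA-GFP in 1% FBS DMEM, stimulated with 500 pg/mL TGF-beta after compound addition. %Activity was normalised to no-cell wells (complete cell-killing) and DMSO (no toxicity), and curves were fitted and classified.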
Nrf2 block: inhibitors of Nrf2 signaling; AID 504444; 2.1% of 360,000 active; Potency, µM (highest dose often 46 µM), for the others: top-dose activity change, negative = inhibition, usual class: inhibitors; A549 ARE-Fluc reporter, luciferase luminescence, 18-24 h; also: potency is read from the fitted curve at half-maximal effect; % is scaled to controls: 0 for no effect and ±100 for the full control effect; nearly all actives have a fitted effect of over 60% in size
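A549 ARE_Fluc cells, 5000/well, 5% FBS OPTI-MEM; compounds in dose-response, 18-24 h at 37 °C/5% CO2; CellTiter-Fluor viability read (Ex 405/Em 525), then BugLite luciferase luminescence = Nrf2 activity.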
ATXN2 expr inh: ATXN2 expression inhibition; HEK-293 ATXN2-luciferase reporter, luminescence, 24 h; Potency, µM (doses to about 57 µM), inactives show at the highest dose activity change, negative = inhibition, hits mostly inhibitors; 0.72% of 360,000 active; also: potency is read from the fitted curve at half-maximal effect; % is scaled to controls: 0 for no effect and ±100 for the full control effect; nearly all actives have a fitted effect of over 55% in size
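ATXN2-luciferase reporter cells (luciferase flanked by upstream and downstream ATXN2 gene portions) were treated 24 h at 37 °C with compounds at up to 57 uM. SteadyGlo luminescence gave expression; GF-AFC fluorescence gave viability.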
S2 tox: reduces viability in counter-screen for ATXN expression inhibitors; S2 cells (HEK-293 line with an ATXN2-luciferase reporter) viability, CellTiter-Fluor protease fluorescence, 24 h; Potency, µM (top dose mostly 56.7 µM), most hits filed as cytotoxic; 0.49% of 400,000 active; AID 651635; also: potency is read from the fitted curve at half-maximal effect; nearly all actives have a fitted effect of over 40% in size
Nrf2 ARE act: activates Nrf2 signaling | AREc32 ARE-luciferase reporter (MCF7-derived line), luminescence, 24 h | Potency, µM (titrated, usually from 46.1 µM), without a hit: at the top dose activation, actives largely listed as activators | 0.31% of 410,000 active; also: potency is read from the fitted curve at half-maximal effect; % of control where 0% means no effect; nearly all actives have a fitted effect of over 65% in size
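ARE-driven firefly luciferase activity in AREc32 cells measured after a 24 hr compound exposure at 37 deg C, using Steady-Glo reagent and a 30 min room-temperature hold.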
EPAC2 ag: activates human EPAC2 exchange factor | Potency, µM (series often up to 154 µM), for inactives: at the highest dose activation, actives largely listed as activators | 0.079% of 360,000 active | Q8WZA2 | EPAC2 activation, biochemical qHTS; response scale: 100% = 6.5 mM cAMP response; also: potency is read from the fitted curve at half-maximal effect; nearly all actives have a fitted effect of over 50% in size
Target sequence (Q8WZA2 whole entry, looked up): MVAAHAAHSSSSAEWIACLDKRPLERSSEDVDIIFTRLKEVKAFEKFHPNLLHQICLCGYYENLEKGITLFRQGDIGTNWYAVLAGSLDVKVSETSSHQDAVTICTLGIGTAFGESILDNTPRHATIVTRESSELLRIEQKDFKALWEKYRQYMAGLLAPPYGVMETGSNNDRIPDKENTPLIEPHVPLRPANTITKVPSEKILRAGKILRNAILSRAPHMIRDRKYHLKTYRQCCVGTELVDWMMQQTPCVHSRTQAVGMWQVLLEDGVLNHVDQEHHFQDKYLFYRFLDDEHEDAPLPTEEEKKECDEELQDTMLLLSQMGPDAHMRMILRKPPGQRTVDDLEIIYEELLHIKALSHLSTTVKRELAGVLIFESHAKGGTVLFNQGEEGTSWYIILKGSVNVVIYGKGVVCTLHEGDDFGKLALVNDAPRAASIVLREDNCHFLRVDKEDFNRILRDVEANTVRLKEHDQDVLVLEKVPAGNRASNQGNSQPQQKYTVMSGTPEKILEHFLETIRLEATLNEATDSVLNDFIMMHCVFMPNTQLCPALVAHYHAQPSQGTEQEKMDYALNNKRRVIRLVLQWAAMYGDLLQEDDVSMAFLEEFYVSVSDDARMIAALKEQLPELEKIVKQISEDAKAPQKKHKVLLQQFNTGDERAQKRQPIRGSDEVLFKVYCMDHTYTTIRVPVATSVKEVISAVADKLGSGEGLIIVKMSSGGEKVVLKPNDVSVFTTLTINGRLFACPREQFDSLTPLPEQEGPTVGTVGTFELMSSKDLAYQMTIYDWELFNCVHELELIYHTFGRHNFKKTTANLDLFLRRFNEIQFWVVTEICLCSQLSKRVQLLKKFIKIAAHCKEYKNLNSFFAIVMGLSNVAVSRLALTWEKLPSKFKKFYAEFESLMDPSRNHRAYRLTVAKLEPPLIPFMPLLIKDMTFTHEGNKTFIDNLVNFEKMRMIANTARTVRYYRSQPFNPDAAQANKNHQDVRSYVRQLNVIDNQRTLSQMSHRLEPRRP
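Readout is BODIPY fluorescence (480 nm excitation, 540 nm emission), which falls as labeled GDP is exchanged off Rap1B. EPAC2 at 100 nM acted on 250 nM RAP1B-BODIPY-GDP with 50 uM GDP present.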
The depositor's hits bear a star; i = inactive; ? = inconclusive; · = no result given; & = joins results of further samples; [ ] = another dose, or the depositor's remark. Unless noted, calls follow the shape of the dose curve; as a rule, active = well fitted curve in the direction sought with a large enough effect; inconclusive = small, poorly fitted or top-dose-only effect, or another doubt; inactive = no such curve, though single readings can be large; an effect the other way counts as inactive or inconclusive.

SMILES	TGFb inhibitor	IL-2 act	A549 viability	HepG2 viability	Nrf2 block	ATXN2 expr inh	S2 tox	Nrf2 ARE act	EPAC2 ag
Fc1ccc(NC(=S)NCc2cccs2)cc1	-4%	-0.1	0%	-11%	-22%	-6%	i	0.7%	17%
COc1ccc(OCCNC(=O)Nc2cc(F)c(F)cc2Cl)cc1	-17%	-1.2	-1%	-3%	?	-21%	i	0.1%	-6%
Cc1cc(C)cc(NC(=O)c2sc3nc(-c4ccccc4)cn3c2C)c1	-7%	·	-19%	-8%	·	·	·	-0.5%	·
CCOC(=O)c1[nH]nc(-c2cc(CC)c(O)cc2O)c1-c1cscn1	0%	-2.1	-21%	-34%	·	-36%	i	-0.6%	0%
COC(=O)C(C)(N)Cc1ccc(O)cc1 (stereo not drawn)	1%	-0.3	4%	2%	-12%	0%	i	-1.0%	7%
COc1ccc2[nH]c(=O)c(-c3nnn(-c4ccccc4)n3)cc2c1	0%	-0.5	7%	-5%	18%	15%	i	0.3%	6%
CC(C)C1C(=O)N(Cc2cn(CC3CCCCC3)nn2)CCS(=O)(=O)N1Cc1ccc(-c2cccc(CO)c2)cc1 (stereo not drawn)	?	-3.8	·	-29%	·	-32%	?	0.0%	7%
Cc1nn(C)c(C(=O)Sc2ccccc2)c1[N+](=O)[O-]	?	-1.5	11%	-6%	2%	-15%	i	0.5%	8%
Cc1c(/C=N/NC(=O)c2sc3ccccc3c2Cl)cnn1C	2%	-0.6	-16%	-22%	-11%	-1%	i	4.2%	12%
CC(=O)Nc1ccc(CN2C(=O)C(C)(C)ON=C2c2ccc(NC(C)=O)cc2)cc1	5%	0.4	·	-2%	·	10%	i	-0.3%	4%
COc1cc(NC(=O)CN2CCN(c3ccccc3O)CC2)c(C)cc1[N+](=O)[O-]	?	0.4	-2%	-15%	-2%	-6%	?	0.2%[9.22 µM]	-7%
O=C(Nc1ccc(S(=O)(=O)N2CCCC2)cc1)C1CC(=O)N(c2ccccc2)C1 (stereo not drawn)	0%	1.5	0%	-1%	-15%	-16%	i	-0.5%	3%
N#Cc1ccc(CN2CCN(C(=O)c3cc(C4CC4)nn3-c3ccccc3)CC2)cc1	?	0.2	5%	-37%	-23%	·	i	4.6%	13%
COC(=O)[C@H](Cc1ccccc1)NC(=O)N(C)Cc1ccccc1	4%	-0.3	-1%	8%	-7%	14%	i	-0.7%	2%
CCOC(=O)CC1C(C(=O)OCC)ON2OC(C(=O)OC)C(C(=O)OCC)C12 (stereo not drawn)	7%	2.3	-10%	2%	-18%	5%	i	0.1%	14%
CCCCCC(=O)Nc1cc(S(=O)(=O)N2CCOCC2)ccc1N1CCCC1	-10%	-2.4	-16%	3%	-5%	4%	i	-0.5%	16%
O=C(c1ccc(Br)cc1)N1CCCC1	0%	4.6	7%	-8%	-7%	3%	i	-0.5%	14%
CC(C)CC(=O)Nc1ccc(Cc2ccncc2)cc1	0%	-0.6	0%	-15%	?	-10%	i	4.2%	4%
CCOC(=O)C(Cc1c[nH]c2ccccc12)NC(=O)CNC(C)=O (stereo not drawn)	0%	-1.6	·	-5%	4%	3%	i	-0.2%	-8%
COC(=O)CC(NC(=O)c1ccc(C)cc1)c1ccc2c(c1)OCO2 (stereo not drawn)	-1%	-1.7	0%	2%	2%	-2%	i	-0.4%	3%
O=c1[nH]c(C2CCN(S(=O)(=O)Cc3ccccc3)CC2)nc2c1nnn2Cc1ccccc1	-22%	-2.7	2%	-18%	5%	-8%	i	0.5%	14%
NNc1nc2c(Cl)cccc2s1	?	1.3	4%	-2%	27%	40%[activator]	i	29%	-3%
O=C(Nc1ccccc1Cc1ccccc1)c1ccccc1F	0%	-1.9	16%	-10%	5%	-8%	i	-0.2%	10%
CC(=O)c1cccc(NC(=O)c2ccc(Cl)c(S(=O)(=O)N3CCOCC3)c2)c1	-18%	·	-8%	-8%	-7%	-14%	?	11%	·
O=c1[nH]c2ccccc2n1CCCSCCCn1c(=O)[nH]c2ccccc21	-30%	0.7	-16%	-9%	?	-34%	?	0.2%	1%
O=C(c1cccc(OC2CCN(Cc3cc(F)cc(F)c3)CC2)c1)N1CCCC1	?	-2.5	?	-14%	?	-37%	i	-0.1%	3%
COc1ccc(NC(=O)c2cccc(N3C(=O)C4C5C=CC(C6CC56)C4C3=O)c2)cc1 (stereo not drawn)	-21%	-2.0	-12%	-2%	21µM*	-12%	?	0.0%	10%
C(=N\Nc1nc(N2CCOCC2)nc(N2CCOCC2)n1)/c1cccnc1	2%	-3.7	4%	3%	-6%	4%	i	0.1%	-13%
COc1ccc(Cl)cc1C(=O)Nc1nc2ccccc2[nH]1	3%	-2.1	1%	-2%	·	-67%	i	-0.8%	11%
CN1CCN(/N=C/c2nc(-c3ccccc3)n3ccccc23)CC1	2%	-2.6	2%	-3%	5%	3%	i	3.0%	-3%
CCc1ccc(C2CC(c3ccccc3)Nc3nc(N)nn32)cc1 (stereo not drawn)	-1%	-3.2	-15%	-30%	-15%	4%	i	-0.6%	8%
COc1ccc(/C=C(\C#N)C(=O)C(C)(C)n2cncn2)cc1	17%	-3.6	8%	2%	10%	1%	i	0.5%[9.22 µM]	-2%
CCc1ccc(Sc2cc(C(=O)NCc3cccc(OC)c3)c3ccccc3n2)cc1	-3%	·	3%	-11%	·	-23%	i	2.9%	·
Nc1ncnc2nc(N3CCN(C(=O)c4ccccc4)CC3)[nH]c12	11%	0.1	-13%	18%	-6%	1%	i	0.1%	4%
CCOC(=O)N1C(=O)c2cc(OC)ccc2S1(=O)=O	3%	1.2	-2%	0%	0%	0%	i	-0.4%	6%
COc1cccc(COC(=O)c2ccc(-c3nnn(Cc4ccccc4)n3)cc2)c1	15%	·	17%	19%	5%	8%	i	0.3%	·
CCCCNC(=O)c1cc2cc(CC)ccc2[nH]1	-12%	-0.9	6%	-11%	?	7%	i	-0.1%	-3%
COCc1cc(C)nc2sc(C(=O)OC)c(N)c12	16%	-2.6	6%	-21%	-6%	-5%	i	0.4%	-6%
C=CCN1C(=O)C2(NC(=O)c3ccccc3N2)c2ccccc21 (stereo not drawn)	-4%	-1.0	?	1%	?	49%[activator][11.3 µM]	?	0.3%	4%
O=C(C1CCCN(S(=O)(=O)c2cccc3nsnc23)C1)N1CCN(c2ccccn2)CC1 (stereo not drawn)	-15%	0.0	-6%	-13%	-16%	-6%	?	2.5%	1%
Cc1cccc(NC(=O)c2cnccn2)c1	-4%	0.2	1%	-9%	15%	13%	i	-0.4%	-2%
Cc1ccc(C)c(NC(=O)N2CCc3cc(S(=O)(=O)N4CCC(C)CC4)ccc32)c1	·	·	1%	3%	1%	·	·	0.4%	·
CCN(CC)C(=O)c1cn(CCC#N)nc1-c1ccc2ccccc2c1	-13%	-0.6	-6%	11%	0%	-4%	i	-0.4%	4%
COc1cccc2c(=O)n(CC(=O)N3CCC(C)CC3)ccc12	-8%	-1.3	-3%	2%	0%	7%	i	-0.9%	8%
Cn1cc([C@@H]2C[C@H]3CN(C4CCCC4)C(=O)[C@]34CCCN24)c(-c2ccccc2)n1	-4%	0.0	-6%	-6%	2%	-6%	i	0.1%	4%
COc1ccc(C(=O)CSc2nnc(-c3cc(C)on3)o2)cc1	-18%	1.4	-1%	-17%	11%	·	i	?	7%
CNC(=O)c1[nH]nc2c1CCc1ccccc1-2	-9%	-5.7	2%	-24%	0%	15%	i	0.7%	0%
O=C(CCC(=O)N1CCOc2ccccc21)Nc1cc(F)ccc1F	-5%	-1.3	-3%	-4%	-11%	1%	i	-0.3%	1%
O=C(Cn1[nH]c(=O)c2ccccc2c1=O)NNC(=O)c1ccccc1	9%	1.0	8%	5%	-19%	·	i	-0.1%	7%
Cc1cc(C)n(CCO)c(=O)n1	14%	-3.5	6%	-17%	12%	0%	i	-0.2%	13%
The list goes on.
SMILES	TGFb inhibitor	IL-2 act	A549 viability	HepG2 viability	Nrf2 block	ATXN2 expr inh	S2 tox	Nrf2 ARE act	EPAC2 ag
COCCn1nnnc1C1(N(Cc2cc3cc(C)ccc3[nH]c2=O)CC2CCCO2)CCN(C)CC1 (stereo not drawn)	17%	3.2	-1%	-33%	17%	1%	i	-0.6%	-10%
Cc1nc2nc(C)c(CCC(=O)NC3CCCCC3)c(C)n2n1	5%	-0.7	3%	13%	-4%	1%	i	-0.1%	3%
CC(=O)Nc1nc(-c2ccc(-c3ccccc3)cc2)cs1	1%	0.1	·	8%	·	·	i	7.5%	-6%
CCc1nc(N)nc(N)c1-c1ccc(Cl)cc1	?	0.4	0%	-36%&-58%	?	?	i	0.7%	5%
CC(=O)c1ccc(NC(=O)Nc2sc(NS(=O)(=O)c3ccccc3)nc2C)cc1	0%	1.5	0%	-11%	-11%	-24%	i	-0.7%	1%
Cc1ccc(CNC(=O)Cn2c3ncccc3c(=O)n2-c2ccccc2)cc1	?	·	0%	-27%	?	-15%	i	2.8%	·
Cc1cc(F)ccc1S(=O)(=O)Nc1ccccc1C(=O)Nc1ccccc1N1CCOCC1	-25%	1.2	-2%	-34%	21µM*	-5%	i	-0.1%	4%

Entries listed so far with a thiophene ring, fused or not:
SMILES	TGFb inhibitor	IL-2 act	A549 viability	HepG2 viability	Nrf2 block	ATXN2 expr inh	S2 tox	Nrf2 ARE act	EPAC2 ag
Fc1ccc(NC(=S)NCc2cccs2)cc1	-4%	-0.1	0%	-11%	-22%	-6%	i	0.7%	17%
Cc1c(/C=N/NC(=O)c2sc3ccccc3c2Cl)cnn1C	2%	-0.6	-16%	-22%	-11%	-1%	i	4.2%	12%
COCc1cc(C)nc2sc(C(=O)OC)c(N)c12	16%	-2.6	6%	-21%	-6%	-5%	i	0.4%	-6%

Outcome played no part in choosing rows; overall some 4.3% were active at least once.
